Assay outcomes from PubChem BioAssay.
Fh CTSL1 inh = counter-screen for PFM18AAP inhibitors: inhibitors of F. hepatica cathepsin L1; recombinant F. hepatica cathepsin L1, Z-Leu-Arg-MCA fluorescence; inhibition, % at 5.96 µM; hit rate 0.49% among 300,000;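 active = inhibition above the mean of all tested compounds plus 3 SD, set per screening campaign, cut at about 17% in these data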;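 also: 0% = plate median of test compound wells and 100% = 1 µM Z-Phe-Ala-diazomethylketone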
HCV core dimer = blocks dimerization of HCV core protein; TR-FRET GST/Flag-core106 dimerization, 1536-well; inhibition, % at 5 µM; hit rate 0.33% among 300,000;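 active = inhibition above the mean of all tested compounds plus 3 SD, set per screening campaign, cut at about 45% in these data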
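System – GST-tagged and Flag-tagged HCV core protein residues 1-106 · Repeats – one well for each compound · Technique – TR-FRET 671 and 617 nm emission · Doses – one concentration, 5 µM, in 0.5% DMSO · Times – 4 h, 22.5 °C incubation · Also added – Eu donor and XL665 acceptor anti-tag antibodies · Measure – percent inhibition of core106 dimerization signal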
proCasp7 act = counter-screen for procaspase-3 activators: activators of human procaspase-7; P55210; recombinant procaspase-7, Ac-DEVD-pNA absorbance 405 nm; D23A/D198A/D206A triple mutant, cannot self-cleave; scale: DMSO 0, 5 µM enzyme 100; activation, % at 8.5 µM; hit rate 0.093% among 330,000; AID 463210;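 active = percent activation above the screen-wide mean plus 3 SD, cut at about 25% in these data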
Target sequence (P55210 whole entry D23A/D198A/D206A): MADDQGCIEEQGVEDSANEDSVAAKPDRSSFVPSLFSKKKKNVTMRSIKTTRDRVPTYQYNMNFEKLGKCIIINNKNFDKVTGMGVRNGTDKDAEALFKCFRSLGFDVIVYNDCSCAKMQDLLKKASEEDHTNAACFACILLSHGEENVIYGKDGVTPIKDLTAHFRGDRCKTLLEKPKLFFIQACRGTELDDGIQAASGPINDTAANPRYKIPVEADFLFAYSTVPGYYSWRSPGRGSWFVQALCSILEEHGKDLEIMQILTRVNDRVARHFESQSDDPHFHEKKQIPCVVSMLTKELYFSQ
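Detection: p-Nitroaniline absorbance at 405 nm, read at 0 and 120 min; system: Uncleavable procaspase-7 mutant enzyme; evaluation: % activation from two-timepoint absorbance difference, scaled to controls; times: 1 h enzyme–compound preincubation and 2 h substrate reaction, both 25 °C; buffer or medium: Zinc-free HEPES pH 7.4 with 300 mM NaCl, 0.01% Triton X-100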
JMJD2C inh = blocks human GASC-1 demethylase activity; AID 2099; inhibition, % at 2.35 µM; Q9H3R0; hit rate 0.069% among 330,000; GST-JMJD2C(1-420) H3K9me3 demethylation, DELFIA europium;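 active = more than half of a compound's replicate wells show inhibition beyond 50%, single wells judged on their own value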;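 also: signal counts dimethyl H3K9 product captured on neutravidin plate; 0% = median of DMSO wells and 100% = 0.3 times that DMSO median; strong numbers were not always called active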
GRK2 aptamer HTS = blocks RNA aptamer binding to human GRK2 | P25098 | bead flow cytometry, FAM-aptamer displacement from GRK2 | inhibition of aptamer binding, % at 10 µM | hit rate 0.59% among 330,000 | AID 488847;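 active = inhibition of aptamer binding above 40%, roughly 3 SD of noise, on plates passing a quality check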;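 also: median bead fluorescence of bound FAM aptamer so fluorescent compounds give negative values; no value below 0 was filed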
PP1 counter = blocks human PP1-alpha phosphatase, a PP5 counter-screen; purified PP1alpha, OMFP fluorescence; P62136; hit rate 0.9% among 320,000; inhibition, % at 6.7 µM;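 active = inhibition above the mean inhibition of all tested compounds plus 3 SD, computed separately for each screening campaign, cut at about 15% in these data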
Target sequence (P62136 whole entry, looked up): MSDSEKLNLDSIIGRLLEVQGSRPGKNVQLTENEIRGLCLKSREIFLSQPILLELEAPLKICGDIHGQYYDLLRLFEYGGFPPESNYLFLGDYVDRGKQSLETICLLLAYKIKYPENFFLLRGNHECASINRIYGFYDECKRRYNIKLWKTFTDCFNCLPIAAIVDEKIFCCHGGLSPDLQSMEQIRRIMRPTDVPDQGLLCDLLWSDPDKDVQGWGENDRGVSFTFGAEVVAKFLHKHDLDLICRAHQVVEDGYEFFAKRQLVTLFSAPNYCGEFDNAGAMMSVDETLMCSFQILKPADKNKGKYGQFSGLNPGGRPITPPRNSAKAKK
VLA-4 inh = inhibition in a human VLA-4 binding assay. P13612. VLA-4 expressing cells, ligand binding flow cytometry. inhibition, % (about 7 µM as worked out from the volumes in the protocol). hit rate 0.2% among 330,000. AID 2557; in the data active = inhibition above about 50%
PP5 inh = inhibitors of human protein phosphatase 5 (PP5). P53041. purified PP5c, OMFP substrate fluorescence. hit rate 0.18% among 320,000. inhibition, % at 6.7 µM;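 active = inhibition above the campaign's mean inhibition across all tested compounds plus 3 SD, cut at about 9.5% in these data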;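 also: 0% = DMSO only and 100% = 100 µM cantharidin control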
proCasp3 act = activators of human procaspase-3; activation, % at 8.5 µM; hit rate 0.11% among 330,000; recombinant procaspase-3 D3A, Ac-DEVD-pNA absorbance 405 nm;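 active = activation above the mean of all tested compounds plus 3 SD, cut at about 21% in these data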;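 also: 0% = DMSO alone and 100% = DMSO wells spiked with extra 5 µM PC-3 D3A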
Target sequence (P42574 whole entry D9A/D28A/D175A): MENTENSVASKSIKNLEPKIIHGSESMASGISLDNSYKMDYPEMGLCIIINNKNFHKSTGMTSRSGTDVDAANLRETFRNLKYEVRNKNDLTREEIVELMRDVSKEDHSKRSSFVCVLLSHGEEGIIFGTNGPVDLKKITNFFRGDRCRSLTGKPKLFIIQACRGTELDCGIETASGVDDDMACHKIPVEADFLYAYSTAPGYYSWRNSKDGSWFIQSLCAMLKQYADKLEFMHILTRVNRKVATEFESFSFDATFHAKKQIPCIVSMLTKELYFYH
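Test system: Procaspase-3 D3A mutant; medium: Zinc-free HEPES/NaCl buffer with 0.01% Triton X-100 at pH 7.4; reagent: DEVD-pNA substrate; doses: one concentration, 8.5 µM nominal, 0.8% DMSO; times: 1 h preincubation plus 2 h reaction at 25 °C; signal: Epi-absorbance at 405 nm of released p-nitroaniline, 0 and 120 min; replicates: singlicate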
* marks the source's active call; other numbers are inactive results; x = no result given.

entry	structure	Fh CTSL1 inh	HCV core dimer	proCasp7 act	JMJD2C inh	GRK2 aptamer HTS
1	COc1ccccc1NC(=O)Nc1ccc(Cc2ccncc2)cc1	-2	5	0	0	3
2	O=C(CSc1nnc(CNC(=O)c2c(F)cccc2F)o1)NCc1ccc(F)cc1	1	-2	-1	1	0
3	C#Cc1ccc([C@@H]2C=C(C(=O)OCC=C)O[C@H](OCCCCO)C2)cc1	4	21	1	5	2
4	Cc1cc2c(cc1C)CSC(c1ccccc1OC(=O)C(C)C)SC2	-2	-1	7	8	1
5	Cc1cccc(C)c1NC(=O)CN1CCN(CCCC(c2ccc(F)cc2)c2ccc(F)cc2)CC1	1	10	8	x	0
6	CC(=O)N1CCc2cc(S(=O)(=O)NCCC3=CCCCC3)ccc21	-3	2	2	24	0
7	Cc1nn(Cc2ccccc2Cl)c(C)c1NC(=O)c1cc(-c2ccc(F)cc2)on1	4	2	13	-1	3
8	O=C(CC1C(=O)NCCN1Cc1cccc(C(F)(F)F)c1)NCCCOc1cccnc1 (configuration not stated)	-5	5	-4	0	0
9	O=C1CCCC2=C1C(c1ccccc1)CC(=O)N2c1ccccc1 (configuration not stated)	1	-9	-3	-4	0
10	O=[N+]([O-])c1ccc(N2CCC(=NOCc3ccc(Cl)cc3)CC2)cc1	2	9	-2	6	0
11	CCOc1ccc(N2C(=O)CC(N3CCC(NC(=O)Nc4ccccc4)CC3)C2=O)cc1 (configuration not stated)	-3	-1	-31	7	0
12	COc1ccc(CCNC(=O)C(C(=O)c2ccccc2)n2cc(Cl)ccc2=O)cc1OC (configuration not stated)	-2	8	6	-21	0
13	COc1ccccc1NC(=O)Cn1cnc2c(cnn2-c2ccc(C)c(C)c2)c1=O	1	1	10	4	0
14	CCc1ccc(N2C(=O)CC(NNc3nc4ccccc4s3)C2=O)cc1 (configuration not stated)	7	6	-6	5	3
15	Cc1ccc(NC(=O)CN(C)C(=O)Cc2c[nH]c3ccccc23)cc1	x	x	8	-2	1

entry	PP1 counter	VLA-4 inh	PP5 inh	proCasp3 act
1	-2	3	0.9	1
2	-3	26	1.4	1
3	2	38	3.2	9
4	-8	0	2.6	10
5	1	-7	2.9	6
6	1	13	3.5	0
7	-2	3	4.0	5
8	-3	3	-0.2	3
9	-2	0	1.9	-2
10	1	7	-0.5	5
11	-2	15	0.0	-38
12	-3	9	0.8	3
13	5	-2	1.9	3
14	0	8	0.0	-9
15	x	-8	x	15

(listing goes on)
entry	structure	Fh CTSL1 inh	HCV core dimer	proCasp7 act	JMJD2C inh	GRK2 aptamer HTS
16	CCc1c(C)sc(NC(=O)c2cccs2)c1C(=O)OC(C)C	2	1	-3	32	1
17	Cc1cc(NC(=O)CCSc2ccccc2)ccc1Br	-13	-6	9	10	0
18	CCOc1cc(/C=N\NC(=O)OC)ccc1OC(=O)c1ccco1	-3	-4	5	-23	6
19	Cc1noc(C)c1C(=O)N1CCCC(C(=O)c2ccc(Cl)cc2)C1 (configuration not stated)	-4	-7	9	9	6
20	COC(=O)N/N=C(\C)c1ccco1	-2	-4	-2	-17	0
21	COc1cc2c(cc1OC)CN(C(=O)/C=C/c1cc(OC)c(OC)c(OC)c1)CC2	-3	-9	6	-31	3
22	O=C(NCc1ccc2c(c1)OCO2)C1CCCN1S(=O)(=O)c1ccc(Cl)cc1 (configuration not stated)	2	-2	4	-7	0
23	O=C(Cc1ccccc1)Nc1ccc(NC(=O)c2cccs2)c(Cl)c1	-1	-5	2	-6	1
24	COc1cccc(/C=N/NC(=O)CNC(=O)c2cccnc2)c1O	-5	5	-1	-5	1
25	COc1ccc(OC)c(S(=O)(=O)CC(=O)c2cc3ccc(OC)cc3oc2=O)c1	-3	62*	6	1	3
26	CCC(=O)N(CC(=O)Nc1sc(C)c(C)c1C(N)=O)C1CCCCC1	0	0	-6	-1	0
27	O=C(NCc1ccc2c(c1)OCO2)Nc1cccc2ccccc12	1	3	4	4	1
28	O=C(O)C1Cc2ccccc2CN1C(=O)COc1ccc(Br)cc1 (configuration not stated)	-1	1	3	-2	1
29	COc1ccc2nc(NC(=O)CSc3nc(SC)ns3)sc2c1	3	-3	1	-6	1
30	Oc1ccc(C(=S)N2CCCCC2)cc1Cl	3	-2	0	5	5

entry	PP1 counter	VLA-4 inh	PP5 inh	proCasp3 act
16	-2	10	2.2	-8
17	6	27	2.8	3
18	1	0	1.0	-5
19	-2	2	0.8	2
20	-5	11	0.6	11
21	-6	-1	0.9	3
22	-1	-7	1.0	7
23	1	0	-0.2	1
24	0	-4	0.0	-6
25	7	13	-0.4	0
26	0	0	3.4	10
27	-4	-6	-0.7	0
28	-3	8	-1.7	0
29	5	6	2.1	-5
30	7	16	0.8	4

New compounds follow
entry	structure	Fh CTSL1 inh	HCV core dimer	proCasp7 act	JMJD2C inh	GRK2 aptamer HTS
31	CCS(=O)(=O)N1N=C(c2cccs2)CC1c1cc2cc(C)ccc2nc1Cl (configuration not stated)	-1	9	0	3	15
32	COc1cc(/C=C/C(=O)OCC(=O)Nc2c(C)n(C)n(-c3ccccc3)c2=O)cc(OC)c1OC	x	x	9	x	0
33	CCn1cc(C(=O)O)c(=O)c2cnc(N3CCN(C(=S)Nc4ccccc4Cl)CC3)nc21	10	-1	7	13	0
34	COC(=O)C1=C[C@@H](C(=O)OC)[C@@H]2C3=C(C(=O)[C@@]2(C)NC(=O)c2ccccc2)[C@H](C)C(C(=O)OC)=C(C(=O)OC)[C@@H]3C1	2	-2	2	7	0
35	O=C(COc1ccc2c(-c3ccccc3)cc(=O)oc2c1)NC1CCS(=O)(=O)C1 (configuration not stated)	x	x	3	-25	0
36	COc1ccc(CC(=O)NNc2ncnc3c2cnn3-c2ccc(C)cc2)cc1	1	-1	1	27	1
37	CC(=O)c1c(C)[nH]c(C(=O)COC(=O)CN2C(=O)C3CCCCC3C2=O)c1C (configuration not stated)	x	x	16	4	0
38	CN1CC2(C(=O)c3ccccc3)CN(C)CC(C(=O)c3ccccc3)(C1)C2	2	0	11	-11	0
39	Cc1cc(=O)oc2cc(OCC(=O)Nc3nccs3)ccc12	-3	-2	-1	56	57*
40	CCOC(=O)C(Cc1ccccc1)C(=O)NCc1ccccc1 (configuration not stated)	3	0	1	-8	0
41	CC1(C)Cc2c(sc3c2c(N)nc(=S)n3Cc2ccccc2)CO1	3	6	3	-3	3
42	Cc1cc(-c2cc(-c3ccc(Cl)cc3)on2)nc(NC2CCCC2)n1	-2	-5	1	-4	0
43	CCN(CC)CCNC(=O)C1CCCCN1S(=O)(=O)c1cccc([N+](=O)[O-])c1 (configuration not stated)	12	0	1	-6	0
44	CC(C)=C1C2CCC1C(C(=O)NCCc1ccccc1)C2C(=O)O (configuration not stated)	0	-2	6	0	2
45	COc1ccc(-n2c3c(c(=O)[nH]c2=O)C(NC(C)=O)(C(F)(F)F)C(=O)N3)cc1 (configuration not stated)	-3	-3	1	2	0

entry	PP1 counter	VLA-4 inh	PP5 inh	proCasp3 act
31	2	-24	1.8	-1
32	3	-2	4.1	-5
33	10	-3	2.8	2
34	1	-15	-0.2	-9
35	0	8	1.0	0
36	2	18	0.1	3
37	x	30	x	6
38	-2	11	-1.2	2
39	-3	5	-1.6	-1
40	-4	-5	-0.9	-9
41	-2	-18	1.0	-5
42	0	9	1.4	6
43	-2	9	-2.4	-3
44	-1	25	0.2	0
45	-9	1	2.4	-3

Record cards, as listed above. Values in the order: Fh CTSL1 inh	HCV core dimer	proCasp7 act	JMJD2C inh	GRK2 aptamer HTS	PP1 counter	VLA-4 inh	PP5 inh	proCasp3 act
Shown for COC(=O)N/N=C(\C)c1ccco1 → -2	-4	-2	-17	0	-5	11	0.6	11
Shown for CCOc1ccc(N2C(=O)CC(N3CCC(NC(=O)Nc4ccccc4)CC3)C2=O)cc1 (configuration not stated) → -3	-1	-31	7	0	-2	15	0.0	-38
Shown for CCc1ccc(N2C(=O)CC(NNc3nc4ccccc4s3)C2=O)cc1 (configuration not stated) → 7	6	-6	5	3	0	8	0.0	-9
Shown for O=C(O)C1Cc2ccccc2CN1C(=O)COc1ccc(Br)cc1 (configuration not stated) → -1	1	3	-2	1	-3	8	-1.7	0

Next section.
entry	structure	Fh CTSL1 inh	HCV core dimer	proCasp7 act	JMJD2C inh	GRK2 aptamer HTS
46	CCOC(=O)c1cnc2c(Cl)c(Cl)ccc2c1N1CCN(C)CC1	4	7	0	-7	1
47	CCCC(=O)Nc1nnc(CCOC)s1	-3	0	4	4	2
48	Cc1nc2ccc(NS(=O)(=O)c3ccc(F)cc3F)cc2s1	x	x	-8	7	0
49	O=C(Nc1ccc(N2CCCCC2)cc1)c1cc([N+](=O)[O-])cc([N+](=O)[O-])c1	1	2	-5	-17	0

entry	PP1 counter	VLA-4 inh	PP5 inh	proCasp3 act
46	0	10	2.3	3
47	-1	-4	1.8	8
48	-2	-8	2.1	5
49	-2	1	2.7	1

Given in transposed form: 2 of the compounds above
#47 CCCC(=O)Nc1nnc(CCOC)s1
#48 Cc1nc2ccc(NS(=O)(=O)c3ccc(F)cc3F)cc2s1

compound no. | 47 | 48
Fh CTSL1 inh | -3 | x
HCV core dimer | 0 | x
proCasp7 act | 4 | -8
JMJD2C inh | 4 | 7
GRK2 aptamer HTS | 2 | 0
PP1 counter | -1 | -2
VLA-4 inh | -4 | -8
PP5 inh | 1.8 | 2.1
proCasp3 act | 8 | 5
